MazF activator = activators of E. coli MazEF toxin-antitoxin RNase. P0AE70. FAM/BHQ RNA-DNA oligo cleavage fluorescence, 5 h. activation, % at 20 µM. 350,000 tested, 0.32% active. AID 504720; in the data active means activation above about 50%
CCHFV vOTU inh = CCHFV vOTU protease inhibition. Pep-AMC fluorescence. inhibition, % at 11.5 µM. 370,000 tested, 0.55% active; further: 0% = vehicle wells with enzyme and 100% = no enzyme wells
DUSP3 inh = inhibitors of human VHR1 phosphatase (DUSP3). recombinant VHR phosphatase, pNPP absorbance. 290,000 tested, 0.52% active. inhibition, % at 13.3 µM. P51452; in the data active means inhibition above about 50%; further: some compounds called inactive have numbers as strong as hits
Target sequence (P51452 whole entry, looked up): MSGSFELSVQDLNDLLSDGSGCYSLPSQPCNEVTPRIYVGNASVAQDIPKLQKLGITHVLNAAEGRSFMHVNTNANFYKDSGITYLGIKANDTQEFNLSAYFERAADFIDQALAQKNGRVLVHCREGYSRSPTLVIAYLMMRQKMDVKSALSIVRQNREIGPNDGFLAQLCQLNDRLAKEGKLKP
GDH-TPI counter = counter-screen for M. tuberculosis FBA inhibitors: GDH-TPI coupled enzymes. 360,000 tested, 1.2% active. inhibition, % at 4.8 µM. GDH-TPI coupled enzyme counterscreen, NADH absorbance;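 further: 0% = DMSO wells and 100% = wells lacking the enzyme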
BoNT-F LC inh = blocks Botulinum neurotoxin F light chain protease | Multiplex microsphere protease cleavage assay, flow cytometry | inhibition, % at 10 µM | 360,000 tested, 0.22% active | AID 588497; in the data active means inhibition above about 35%, passing the limit was not always enough; inconclusive means no clear call, values can overlap the other calls; further: plate controls were buffer without enzyme for full effect and enzyme alone for no effect
Mtb UGM inh = inhibitors of M. tuberculosis UDP-galactopyranose mutase. purified UGM, fluorescence polarization probe displacement. 320,000 tested, 0.06% active. inhibition, % at 10 µM; in the data active means inhibition above about 10%, passing the limit was not always enough; inconclusive means no clear call, values can overlap the other calls
Target sequence (P9WIQ1 whole entry, looked up): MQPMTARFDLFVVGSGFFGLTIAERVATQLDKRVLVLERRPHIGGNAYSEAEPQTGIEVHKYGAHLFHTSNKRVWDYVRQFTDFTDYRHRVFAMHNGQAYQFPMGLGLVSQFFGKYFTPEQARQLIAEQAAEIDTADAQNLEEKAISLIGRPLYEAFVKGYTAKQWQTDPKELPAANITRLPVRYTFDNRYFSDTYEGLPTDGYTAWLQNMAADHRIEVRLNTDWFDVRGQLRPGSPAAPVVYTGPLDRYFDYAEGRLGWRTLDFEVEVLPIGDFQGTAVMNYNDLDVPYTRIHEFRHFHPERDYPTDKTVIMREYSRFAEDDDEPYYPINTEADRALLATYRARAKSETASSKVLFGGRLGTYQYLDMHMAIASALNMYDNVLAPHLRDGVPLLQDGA
BioA inh = BioA (M. tuberculosis) enzyme inhibition | inhibition, % at 9.99 µM | purified M. tuberculosis BioA enzyme, plate reader | 360,000 tested, 0.096% active | AID 602481; in the data active means inhibition above about 40%; inconclusive means no clear call, values can overlap the other calls
Rv3671c protease = Rv3671c (M. tuberculosis) protease inhibition | inhibition, % at 5.96 µM | AID 2606 | P9WHR9 | 320,000 tested, 0.048% active; in the data active means inhibition above about 38%;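 further: extracellular domain of Rv3671c used as enzyme; 0% = enzyme with DMSO and 100% = no enzyme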
FBA Mtb inh = Mtb fructose-bisphosphate aldolase inhibition; P9WQA3; purified M. tuberculosis FBA, fluorescence read-out; inhibition, % at 1 µM; 360,000 tested, 2.3% active; AID 588726; in the data active means inhibition above about 27%;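 further: 0% = vehicle and 100% = reference inhibitor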
Target sequence (P9WQA3 whole entry, looked up): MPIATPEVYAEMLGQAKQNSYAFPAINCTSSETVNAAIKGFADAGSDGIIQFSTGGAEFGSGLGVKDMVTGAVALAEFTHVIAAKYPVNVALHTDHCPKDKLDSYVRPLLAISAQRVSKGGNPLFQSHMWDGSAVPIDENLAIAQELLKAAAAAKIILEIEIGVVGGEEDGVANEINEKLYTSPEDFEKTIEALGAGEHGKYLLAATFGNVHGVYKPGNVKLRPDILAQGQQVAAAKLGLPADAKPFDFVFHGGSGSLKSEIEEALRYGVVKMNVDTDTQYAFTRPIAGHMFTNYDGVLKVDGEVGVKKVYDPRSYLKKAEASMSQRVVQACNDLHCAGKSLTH
FadD28 binding = inhibitors of Mycobacterium tuberculosis FadD28 bisubstrate binding. FadD28 bisubstrate probe binding, fluorescence polarization. inhibition, % at 12.5 µM. 360,000 tested, 0.22% active; in the data active means inhibition above about 8.5%, passing the limit was not always enough; inconclusive means no clear call, values can overlap the other calls
* = called active by the depositor; u = inconclusive; x = not tested or not shown; & = joins results of further samples. Unless noted, no stated cut-off is given here; in the data, active means inhibition above about 30%; inactive means the rest. This is a random part of the collection. About 4.9% of those tested had a hit in this group.

Each structure is followed by: MazF activator	CCHFV vOTU inh	DUSP3 inh	GDH-TPI counter	BoNT-F LC inh	Mtb UGM inh	BioA inh	Rv3671c protease	FBA Mtb inh	FadD28 binding
Cc1ccc2c(c1)c1c3n2CCN(C(=O)CCl)C3CCC1 (centres undefined)
    4	-15	-2	2	4	-0.2	0.1	5	0	0.1
CC(=O)c1ccc(-n2ccnc2)cc1
    -2	-9	20	-3	u	0.7	x	5	1	-1.8
CSc1ncccc1C(=O)Nc1nc2ccc(S(C)(=O)=O)cc2s1
    6	6	16	13	-5	-0.8	1.4	-7	-3	-1.8
Nc1c(C(O)(C(F)(F)F)C(F)(F)F)cc(C(O)(C(F)(F)F)C(F)(F)F)c2ccccc12
    -21	x	8	12	1	1.4	11	-13	0	-0.8
CCOC(=O)c1[nH]c(C)c(C(=O)NCc2ccc(Cl)cc2)c1C
    4	8	7	-5	-11	-0.7	-1.7	-4	1	0.5
CC(C)(C)OC(=O)N1CCC(c2c(C(=O)N3CCN(C4CCCCC4)CC3)cnn2-c2ccccc2)CC1
    3	14	-3	5	-3	-3.1	-1.2	0	3	-1.3
C/C(=N\NC(=O)c1nnn(-c2nonc2N)c1CN(C)c1ccccc1)c1ccccc1O
    5	9	2	13	x	4.9	-0.3	-1	2	-4.8
CCCNC(=O)c1cc(C2CCCCN2C(=O)c2cc(C(C)(C)C)nn2C)on1 (centres undefined)
    x	-1	x	-3	1	x	-0.6	x	0	-4.1
COc1ccc(NC(=O)NC(c2ccccc2)c2ccccc2)c(OC)c1
    3	-3	6	0	3	-3.2	-3.4	-9	3	-0.1
Nc1nonc1-n1nnc(C(=O)N/N=C/c2ccc(OCc3ccccc3F)cc2)c1CN1CCCCC1
    -9	9	25	1	2	1.4	-4.2	0	3	-0.9
CC(C)CNC(=O)C1(C)CCCN1Cc1ccccc1OC(F)F (centres undefined)
    x	0	x	6	-1	x	1.7	x	-1	-1.0
COc1cc(S(=O)(=O)N2CCOCC2)ccc1N
    2	-6	7	6	-3	1.1	x	-1	3	0.8
COc1ccccc1-c1nnc(SCC(=O)Nc2ccc(N3CCOCC3)cc2)n1C
    -7	-1	x	-11	-1	0.6	x	3	0	-4.6
CNC(=O)Oc1ccc2c(c1)[C@]1(C)CCN(C)[C@@H]1N2C
    3&4	-1&8	5&13	8&1	6&-9	-1.1	-1.0&-1.1	-54&-10	15&-3	-0.8&0.4
Cc1cccc(-c2nc(CN3CCCC(C(=O)NC4CCC(C)CC4)C3)c(C)o2)c1 (centres undefined)
    0	28	21	1	x	1.0	x	0	1	-2.2
CC1=C(C(=O)Nc2ccc(Cl)cc2)C(c2ccco2)NC(=O)N1 (centres undefined)
    -2	1	13	8	3	3.4	1.0	-3	-3	0.2
O=C(Cn1c(CN2CCCCC2)nc2ccccc2c1=O)Nc1ccccc1
    -2	5	10	-2	-8	0.0	-3.2	-9	2	-0.5
COc1ccc(-c2c(-c3ccc(OC)c(C)c3O)n[nH]c2C)cc1
    11	11	35	-18	u	1.6	-0.3	5	-3	-5.2
COc1ccc(Cl)cc1Nc1ncnc2sc(C)c(S(=O)(=O)N3CCC(C)CC3)c12
    -3	-5	-4	2	0	-0.2	-0.8	4	1	-0.3
COc1ccccc1NC(=O)c1ccc(NS(C)(=O)=O)cc1
    5	-16	17	-10	-12	1.1	-1.7	2	-3	-2.2
COc1ccc(-c2noc(CSc3nnc(-c4ccccc4)n3C)n2)cc1
    -1	x	12	8	-9	-1.8	2.8	2	1	-1.3
CCOc1ccc2[nH]cc(C(=O)N3CCN(CC)CC3)c(=O)c2c1
    1	-3	-5	13	6	0.6	-2.0	1	11	-1.4
Cc1ccc(C(=O)OCC(=O)N(CC(C)C)c2c(N)n(Cc3ccccc3)c(=O)[nH]c2=O)s1
    6	-9	1	6	-13	-4.8	-1.6	-2	3	-0.3
O=C(CCCC(=O)c1ccccc1)NCCc1ccccc1F
    2	16	20	-8	-27	0.0	0.0	-8	15	-2.1
Cn1nnnc1SCC(=O)Nc1cc(C(=O)O)cc(C(=O)O)c1
    -2	-11	16	4	-5	-1.9	-1.1	-2	1	-2.2
O=C(NC1(C(F)(F)F)NC(=O)N(Cc2cccnc2)C1=O)c1ccncc1 (centres undefined)
    -4	7	0	-10	0	-0.4	0.6	4	-4	-2.5
Cc1ccccc1NC(=O)Cn1c(C)nc2ccc(N)cc2c1=O
    2	-34	12	10	-14	-1.1	-0.7	-7	61*	-3.1
CC(=O)N1CCN(C(=O)CSc2nc3c(cnn3-c3ccccc3)c(=O)[nH]2)CC1
    -1	-6	-24	2	2	-0.1	2.1	-4	2	-2.9
Cc1cc(C)c(C#N)c(Nc2ccccc2)n1
    1	-3	3	-1	-6	-1.1	2.5	1	-1	-3.1
COc1cc2oc(=O)cc(-c3cccc(-c4cccc(C)c4)c3)c2c(OC)c1OC
    20	8	x	11	-2	x	0.3	x	-1	0.1
CC(C)CCNC(=O)c1ccc(NC(=O)C2=CSCCO2)cc1
    0	17	23	10	-2	2.2	6.7	-2	7	-1.3
CC(C)c1ccc(N(C(=O)c2ccco2)C(C(=O)NC2CCCC2)c2ccncc2)cc1 (centres undefined)
    -12	15	34	-2	3	-1.8	1.1	-7	1	x
CCC(C)N1C(=O)S/C(=C/c2ccc(N3CCOCC3)cc2C)C1=O (centres undefined)
    -2	-2	-17	6	-7	0.8	x	1	-7	1.8
CCCN(CC1CC1)C(=O)COC(=O)c1[nH]c(C)c(C(=O)OCC)c1C
    -4	10	-2	2	-8	2.7	-1.1	3	0	-3.2
CCNC(=O)C1CC(=O)N(c2ccc(OCC)cc2)C1 (centres undefined)
    -6	7	10	-4	4	-0.3	-0.1	-1	0	-3.8
CN(C)C(CNc1ncnc2sc3c(c12)CCCC3)c1ccco1 (centres undefined)
    -2	-7	0	9	-6	0.0	x	2	0	-0.9
COCCNC(=S)N(CCc1c(C)[nH]c2ccc(OC)cc12)Cc1ccco1
    7	-13	57*	0	-18	-0.9	3.7	-14	6	-0.2
COc1ccc(Cl)cc1NC(=O)C1CCCO1 (centres undefined)
    5	13	18	4	2	1.5	-2.8	3	-8	-2.2
Cn1cc(Br)c(C(=O)N2CCN(c3cccc(Cl)c3)CC2)n1
    5	-2	-14	12	28	2.6	1.4	-8	2	0.7
CCS(=O)(=O)c1nc2ccccc2n1CC(=O)N1CCOCC1
    1	13	4	3	-2	0.7	-2.2	-1	-2	-0.5
Nc1[nH]c(N=NC(=O)c2ccc(Cl)cc2)c2ccccc12
    5	19	1	16	3	-3.9	-1.6	4	-4	0.7
C/C(=N\Nc1ccc(C(=O)O)cc1)c1ccc2c(c1)Nc1ccccc1S2
    -7	2	14	16	-29	2.3	7.0	5	0	20*
COC(=O)c1cc(=O)n(CCc2ccccc2F)c(=Nc2ccc(F)c(Cl)c2)s1
    -4	-1	13	13	1	0.1	-1.3	-16	-4	0.8
CC(=O)N1CCc2c(sc(NC(=O)C3CCCCC3)c2C(N)=O)C1
    -115	8	10	18	-6	0.9	-4.0	-2	8	-4.0
C#CCOCCOCCOCCNc1nc(N2CCN(C(=O)CCCCCCCCCCNC(=O)[C@H]([C@@H](C)CC)n3cc(CCCCCN)nn3)CC2)nc(N2CCN(C(=O)CCCCCCCCCCNC(=O)[C@H](CCCCN)n3cc(CCCC(=O)O)nn3)CC2)n1
    -32	x	x	11	-39	-1.5	-0.4	-5	4	-5.9
CCOC(=O)NC(=O)CSc1ccc(S(=O)(=O)N2CCCCC2)cn1
    -2	-3	x	5	-10	u	-5.7	6	2	0.6
Cc1ccc(-c2cccc(C(=O)NCc3ccccc3)n2)c2ccccc12
    -7	4	15	4	1	0.8	-6.1	-11	4	-1.0
O=C(CSc1nc(-c2ccco2)cc(C(F)(F)F)n1)Nc1ccc(C(=O)N2CCOCC2)cc1
    5	6	-4	2	-5	1.2	3.6	-16	1	-3.1
CSc1nsc(SCc2ccc(Cl)cc2)n1
    -2	1	33	21	2	-2.6	x	4	6	-2.4
O=C(CCC(=O)c1ccc(Cl)cc1)OCC(=O)c1ccccc1
    -8	-2	22	1	13	0.3	-1.0	1	4	-1.5
CCCCc1ccc(C(=O)O)nc1
    -3	-3	x	7	-18	1.7	5.6	-11	-4	-3.6
Cc1cc(OCc2ccc(C(=O)n3cccn3)o2)ccc1Cl
    -11	11	22	0	9	-0.7	1.7	-3	-3	-1.6
COc1cccc(CN2C(=O)Nc3ccccc3C(=O)N2C(C)(C)C)c1
    2	6	15	7	-145	2.6	-0.3	-5	-3	-1.8
N#Cc1ccc(OCC(=O)n2cc(C(=O)c3cc(Cl)cc(Cl)c3O)cn2)cc1
    -1	x	-8	x	x	u	x	4	x	x
COC(=O)C1(CC2CC(c3cccc(Br)c3)=NO2)CCN(C(=O)OC(C)(C)C)CC1 (centres undefined)
    3	21	17	12	0	-2.8	-0.1	-7	3	-0.8
CC(=O)c1cc(NC(=O)c2ccccc2)c(=O)oc1C
    -13	2	-9	0	-6	0.3	x	-6	1	-3.2
C=CCN(c1ccccc1OC)S(=O)(=O)c1cccc(C(=O)OCC(=O)c2c(N)n(C)c(=O)n(C)c2=O)c1
    -3	10	x	2	x	x	-0.7	x	-1	-3.7
O=C(NC(=S)Nc1ccccc1O)c1cccnc1
    -31	-11	-14	9	18	-0.9	0.1	0	-2	-1.0
O=C(COC(=O)c1ccccc1SCC(=O)NC1CCS(=O)(=O)C1)NC1CCS(=O)(=O)C1 (centres undefined)
    2	5	1	2	-4	2.7	x	0	3	-4.1
CC(C)(CO)NC(=O)Nc1ccc(Cl)c(Cl)c1
    -11	-5	23	17	-3	0.6	x	4	3	-3.1

Going on with the list:
Each structure is followed by: MazF activator	CCHFV vOTU inh	DUSP3 inh	GDH-TPI counter	BoNT-F LC inh	Mtb UGM inh	BioA inh	Rv3671c protease	FBA Mtb inh	FadD28 binding
COc1ccc(C(=O)NC(=O)CSc2n[nH]c(N)n2)cc1
    1	10	x	11	-15	0.8	-2.6	7	1	-1.0
CN(Cc1ccccc1)C(=O)c1ncn(Cc2ccccc2)c1C(=O)N(C)Cc1ccccc1
    5	11	x	0	-2	-3.1	3.0	3	2	-3.0
COc1ccc(C(=O)NC2CCCc3ccccc32)c(OC)c1OC (centres undefined)
    -5	0	36	5	18	6.7	-1.1	9	4	-0.8
OCCCC1CCCN(Cc2cn[nH]c2-c2ccc(F)cc2F)C1 (centres undefined)
    10	-7	18	-2	-2	0.0	x	-1	3	0.6
CSc1nnc2c3c4c(sc3nc(-n3nc(C)cc3C)n12)COC(C)(C)C4
    1	5	-12	-1	-3	x	-1.7	x	2	-0.7
O=C(Nc1ccc(C(=O)O)cc1)/C(=C\c1ccc([N+](=O)[O-])cc1)NC(=O)c1ccco1
    2	20	x	18	2	x	-0.3	x	-5	-3.7
Cc1ccc(-c2nc3ccc(Cl)cc3n2OC(C)C(=O)O)cc1 (centres undefined)
    -2	12	21	0	-3	1.5	x	-8	1	-2.3
c1ccc2c(c1)Cn1nnnc1-2
    5	x	3	-2	-3	2.4	-1.5	-5	135*	-1.6
O=C(c1csc2ccccc12)N1CCCCCC1
    -2	-13	19	-4	-2	-0.8	x	1	0	-3.9
CCOc1cccc(-c2nc3c(s2)CCc2onc(-c4cccc([N+](=O)[O-])c4)c2-3)c1
    -4	-12	x	5	-7	1.8	-0.8	3	-1	-2.1
O=C(c1ccccc1Cl)N(Cc1ccccc1F)N1C(=O)CCCC1=O
    6	4	16	10	6	1.3	0.5	1	-2	-2.2
